PLC-gamma1 inh = PLC-gamma1 (human) inhibition, primary screen | actives 0.84% (n = 370,000) | purified PLC-gamma1, fluorogenic substrate, fluorescence | inhibition, % at 12.2 µM | P19174; in the data active means inhibition above about 9.5%
ADAM10 inh = ADAM10 inhibition, QFRET primary screen; inhibition, % at 7 µM; recombinant ADAM10, EDANS/DABCYL FRET peptide cleavage, 3 h; actives 0.62% (n = 370,000); O14672;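 active means inhibition above a per-campaign cutoff equal to the mean of compounds falling between control-based bounds plus 3 SD, cut at about 20% in these data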;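 further: 0% = DMSO wells while the 100% control is not disclosed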
ARFGAP1 inhibitor = inhibitors of rat ARFGAP1 | Q62848 | Arfgap1-stimulated ARF1 GTP hydrolysis, GDP FP detection | inhibition, % at 16.5 µM | actives 0.26% (n = 360,000);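 active means inhibition above a per-plate limit, mean inhibition of low control wells plus 3 SD, cut at about 25% in these data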;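 further: 0% = DMSO wells with enzyme and 100% = wells lacking Arfgap1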
Target sequence (Q62848 1-136 limits assumed): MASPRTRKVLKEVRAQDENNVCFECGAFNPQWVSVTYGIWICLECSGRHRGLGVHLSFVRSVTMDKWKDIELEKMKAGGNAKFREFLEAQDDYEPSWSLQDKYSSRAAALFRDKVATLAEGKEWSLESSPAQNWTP
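Material: truncated rat Arfgap1 GAP domain; Incubation: compound-enzyme preincubation 20 min, reaction 120 min, detection 60 min, 25 °C; Read-out: percent inhibition of Arfgap1-stimulated GTP hydrolysis; Technique: FP, GDP Alexa 633 tracer displaced from anti-GDP antibody, 620/688 nm; Controls: No-Arfgap1 wells (100%) versus DMSO full-reaction wells (0%); Replication: single well per compound.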
proKLK7 act = proKLK7 (human) activation, primary screen; AID 652039; activation, % at 7 µM; purified proKLK7, EDANS-DABCYL substrate fluorescence; 100% is mature enzyme control, 0% vehicle; actives 0.9% (n = 370,000); P49862;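 active means activation above the mean of all tested compounds plus 3 SD, computed per campaign excluding outliers beyond control limits, cut at about 13% in these data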
ASAP1 GAP inh = inhibitors of human ASAP1 ArfGAP activity | inhibition, % at 16.5 µM | AID 624377 | ASAP1-stimulated ARF1 GTP hydrolysis, GDP FP detection | Q9ULH1 | actives 0.19% (n = 360,000); in the data active means inhibition above about 25%;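 further: 0% = vehicle with enzyme and substrate and 100% = no enzyme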
Target sequence (Q9ULH1 325-724 limits assumed): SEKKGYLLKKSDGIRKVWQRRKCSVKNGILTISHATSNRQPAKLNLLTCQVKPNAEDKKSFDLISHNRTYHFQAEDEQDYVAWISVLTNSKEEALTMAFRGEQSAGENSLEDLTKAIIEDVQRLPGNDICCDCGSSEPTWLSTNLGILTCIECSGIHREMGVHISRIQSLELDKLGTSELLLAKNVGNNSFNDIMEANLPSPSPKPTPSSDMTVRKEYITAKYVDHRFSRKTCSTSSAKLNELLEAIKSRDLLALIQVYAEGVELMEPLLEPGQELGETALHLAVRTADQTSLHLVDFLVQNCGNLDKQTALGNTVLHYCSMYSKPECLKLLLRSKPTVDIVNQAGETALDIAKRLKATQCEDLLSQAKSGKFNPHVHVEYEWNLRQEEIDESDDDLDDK
TDP2 absorb = blocks human TDP2 phosphodiesterase activity; O95551; recombinant TDP2, T5PNP hydrolysis, p-nitrophenol absorbance 415 nm; inhibition, % at 12.8 µM; actives 0.34% (n = 370,000); AID 720702;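 active means inhibition above the mean of all tested compounds plus 3 SD, set per campaign, cut at about 25% in these data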;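 further: 0% = DMSO with enzyme and 100% = buffer with substrate but no TDP2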
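Evaluation: % inhibition relative to enzyme-containing and enzyme-free wells. Material: recombinant human TDP2. Benchmarks: enzyme-free and DMSO wells. Timing: enzyme reaction with compound for 2 h at 37 °C. Compound dosing: 12.8 µM only. Measured by: p-Nitrophenol epi absorbance. Reagent: T5PNP substrate at 5 mM, a TopII-DNA adduct mimic. Replication: single well per compound.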
LEDGF integ inh = blocks HIV-1 LEDGF/p75-dependent DNA integration; TR-FRET IN-LEDGF/p75 DNA integration, Eu/Cy5; inhibition, % at 3.7 µM; actives 0.64% (n = 370,000);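 active means inhibition above the screen-wide mean plus 3 SD, cut at about 13% in these data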;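 further: signal is the Cy5 over europium emission ratio at 671 and 618 nm; 0% = plate median of compound wells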
DDE Tn6 FP inh = DD(E)-Tn6 binding inhibition, primary FP screen; Fibrin DD(E) TRITC-Tn6 fluorescence polarization displacement; P02675; actives 0.21% (n = 370,000); inhibition, % at 8.3 µM;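 active means inhibition above a per-campaign cutoff: mean of compounds within control limits plus 3 SD, cut at about 15% in these data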;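 further: 0% = median of all compound wells on the plate and 100% = blocking peptide control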
Target sequence (P02675 whole entry, looked up): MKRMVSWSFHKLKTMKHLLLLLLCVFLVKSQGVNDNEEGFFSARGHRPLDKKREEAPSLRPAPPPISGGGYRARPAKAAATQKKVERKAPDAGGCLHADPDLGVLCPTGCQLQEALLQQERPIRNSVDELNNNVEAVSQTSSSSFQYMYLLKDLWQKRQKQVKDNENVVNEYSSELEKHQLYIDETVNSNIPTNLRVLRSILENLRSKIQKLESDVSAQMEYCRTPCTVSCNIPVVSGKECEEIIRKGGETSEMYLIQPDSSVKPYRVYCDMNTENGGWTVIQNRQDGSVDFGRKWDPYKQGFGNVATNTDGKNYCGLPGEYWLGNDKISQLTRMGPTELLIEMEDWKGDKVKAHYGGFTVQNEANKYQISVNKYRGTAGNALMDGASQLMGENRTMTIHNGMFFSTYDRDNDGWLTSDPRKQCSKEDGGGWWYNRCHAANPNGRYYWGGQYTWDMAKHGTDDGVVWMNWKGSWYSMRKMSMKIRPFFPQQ
ADAM17 inh = ADAM17 inhibition, QFRET primary screen; P78536; recombinant ADAM17, EDANS/DABCYL FRET peptide cleavage; inhibition, % at 6.95 µM; actives 0.83% (n = 370,000); AID 720648;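 active means inhibition above the mean of compounds lying between control limits plus 3 SD, set per campaign, cut at about 8.5% in these data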;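 further: 0% = DMSO-only wells as the low control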
Tn7 DDE FP = inhibitors of Tn7 peptide binding to human fibrin DD(E); P02675; FP displacement of FITC-Tn7 peptide from fibrin DD(E); 0% = median of compound wells per plate; inhibition, % at 8.3 µM; actives 0.13% (n = 370,000); AID 720508;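 active means inhibition above the mean of compounds falling within the control limits plus 3 SD of them, cut at about 14% in these data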;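 further: 0% = plate median of compound wells and 100% = 10 µM Aha-Tn7 peptide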
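system = human fibrin DD(E) protein | quantity = DD(E) 2 µM final | medium = Tris/NaCl/CaCl2 buffer, pH 7.8 | also added = labelled Tn7 tracer, 0.1 µM | compound dosing = single point at 8.3 µM | timing = compound with protein 10 min, then 3 h after probe, room temperature | signal = FP measurement | benchmarks = Aha-Tn7 high control | repeats = one replicate per compound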
Active calls of the source: *; i = inactive; x = no result given.

cpd	mol	PLC-gamma1 inh	ADAM10 inh	ARFGAP1 inhibitor	proKLK7 act	ASAP1 GAP inh	TDP2 absorb	LEDGF integ inh	DDE Tn6 FP inh	ADAM17 inh	Tn7 DDE FP
1	CNC(C)C(=O)NC(C(=O)N1CCCC1C(=O)NC1CCCc2ccccc21)C(C)C (stereo unspecified)	0	4	8	-0.3	-5	4	3	-3	-4	3
2	COc1ccc(CC(=O)NCc2ccc3c(c2)cc(C)n3C)cc1	-1	-3	1	-0.3	14	7	1	-3	-2	4
3	COc1ccc(-c2cc(C(F)(F)F)n3nc(C(=O)N4CCN(C(=O)c5ccco5)CC4)cc3n2)cc1	-185	-151	-5	-6.9	-4	8	-3	-9	-36	7
4	Cc1cc(C)c(C(=O)Nc2ccc(S(=O)(=O)Nc3ccccn3)cc2)c(C)c1	-10	-141	4	0.6	9	3	0	-8	-11	3
5	CCCn1c(SCc2nc3sc(C)c(C)c3c(=O)[nH]2)nc2ccccc2c1=O	0	1	-3	-0.5	4	-13	1	4	-1	3
6	CN(CC(=O)NCCCc1ccccc1)Cc1ccc(Br)cc1	0	-3	-12	0.4	4	17	0	1	-2	2
7	C=CCc1ccccc1OCC(O)Cn1ccnc1C (stereo unspecified)	-1	-1	-13	0.1	-11	2	-1	1	-2	-2
8	Cc1noc(C)c1NC(=O)Nc1cccc2c1O[C@@H](CN(C)C)[C@@H](C)CN([C@H](C)CO)C2=O	3	-6	-10	0.4	3	4	-2	3	-1	-7
9	Cc1sc(NC(=O)/C=C/c2ccco2)c(C(=O)O)c1C	-9	5	-9	0.8	12	10	7	-10	3	-2
10	CNc1ncc(-c2nnnn2-c2ccccc2)c(-c2ccccc2)n1	-25	-27	-13	1.3	1	-2	3	1	-11	1
11	CCN(CC(=O)Nc1cc(Cl)ccc1C)C(=O)CSCc1c(C)noc1C	2	2	0	-0.4	-13	0	4	-5	-1	5
12	COc1ccc(CCc2nnc(CCC(=O)NCc3cnn(-c4ccccc4C)c3)o2)cc1	1	0	4	1.3	1	7	-1	9	1	4
13	CCOC(=O)[C@@]12CCCC3=C1N(CCC3)C(=O)[C@H]2CC(=O)NCc1ccc(C)o1	-1	-2	x	-0.2	x	6	-3	2	-1	1
14	O=C1OCc2ccc(NC(=O)c3sccc3Cl)cc21	5	10	-18	-0.6	12	-28	3	-4	2	-8
15	COc1ccc(C(C)c2cn(C)c3ccccc23)cc1 (stereo unspecified)	-4	-20	x	0.1	x	3	-2	10	-3	-1
16	Cc1ccccc1CNC(=O)CCC(=O)N1CCOc2ccc(Cl)cc21	4	1	-6	0.5	6	-15	2	2	1	-4
17	O=C(O)c1ccc2c(c1)C(=O)N(Cc1ccc3c(c1)OCO3)C2=O	-1	-9	4	-0.1	10	9	1	2	-5	-2
18	CCCCC(=O)Nc1ccc(Br)cc1C(=O)O	-2	-4	-3	-1.1	-9	-7	1	14	-2	7
19	O=C(NCCCN1CCOCC1)Nc1ccc(Cc2ccc(NC(=O)NCCCN3CCOCC3)cc2)cc1	-93	8	8	0.6	-4	-16	-1	2	0	-3
20	Cc1ccc(S(=O)(=O)/N=C2/NC(=O)/C(=C/c3ccccn3)S2)cc1	4	8	6	0.2	2	5	-4	7	0	-7
21	Cc1oc(/N=C/c2ccccc2O)c(C#N)c1C	-15	-9	10	0.5	-6	-2	1	5	-5	3
22	CC1(c2ccccc2)NC(=O)N(CC(=O)Nc2ccccc2N2CCCC2)C1=O (stereo unspecified)	-2	-4	4	0.8	9	-1	-1	5	-2	8
23	Cc1ccc(S(=O)(=O)N(CC(=O)NCc2cccnc2)C2CCCCC2)cc1	4	-3	-3	-0.5	-11	6	-2	-5	-4	9
24	CCc1ccc(NC(=S)N(CCC(C)C)C2CCN(C(C)=O)CC2)cc1	-1	-2	0	-0.6	-6	2	-5	-6	-4	-4
25	Cc1cc(=O)oc2c1c(C(F)(F)F)nn2-c1ccccc1	3	4	-8	-0.7	-1	8	6	11	-2	-6
26	CC(C)(C)NC(=O)COc1ccc(CNc2ccc3[nH]c(=O)[nH]c3c2)cc1	-251	i	3	0.8	17	8	7	0	-263	-12
27	CCOC(=O)c1ccccc1NC(=O)Cn1c(=O)n(Cc2ccccc2)c(=O)c2c(C)c(C)sc21	3	-4	-2	-0.6	-2	9	-2	-6	-1	5
28	FC(F)(F)c1cccc(CNC2CCN(Cc3ccccc3)CC2)c1	7	1	-8	0.1	9	-18	5	3	4	-10
29	O=C(CN(C(=O)c1ccccc1Cl)N1C(=O)CCCC1=O)c1ccc(Cl)cc1	2	8	2	0.4	2	-1	2	0	-1	-6
30	CCc1nc2ccc(C(=O)Nc3cc(-c4ccccc4)ccc3OC)cn2c1N(CCN(C)C)CC1CC1	-14	-14	7	-1.6	4	-5	-2	-2	-6	-3
31	O=C(CC(Nc1ccc(F)cc1)c1ccccc1)c1ccccc1 (stereo unspecified)	6	7	8	-0.1	-11	-2	3	1	4	-3
32	CCN(CC)c1nc(-c2nn[nH]n2)nc(N(CC)CC)n1	1	-5	4	0.3	6	5	4	-3	-2	-1
33	CCCCCCN=C1CC(C)(C)CC(=O)/C1=C(/O)CCC	6	7	12	0.8	-14	-18	6	3	7	-2
34	COCCn1c(=S)[nH]c2cc(C(=O)NC(C)C)ccc2c1=O	-1	0	5	0.0	-3	10	-3	4	-5	9
35	CCCCn1c(SCC(=O)Nc2nnc(C)s2)nnc1-c1ccncc1	1	9	8	-0.3	6	7	3	0	1	-2
36	O=C(CN1C(=O)S/C(=C\c2cccs2)C1=O)Nc1ccc(C(=O)O)c(O)c1	2	5	-7	-0.4	22	-12	-3	1	2	5
37	CC1Sc2ccc(S(=O)(=O)CCC(=O)Nc3ccc(C(C)C)cc3)cc2NC1=O (stereo unspecified)	1	3	-2	0.7	-3	4	-2	1	0	-2
38	CNC(=O)C1CCN(S(=O)(=O)c2c(C)noc2/C=C/c2cccc(C)c2)CC1	0	7	3	-0.1	7	7	1	3	-2	0
39	C=CCn1c(=N)n(CC(=O)c2cccc([N+](=O)[O-])c2)c2ccccc21	2	3	14	0.1	-7	4	3	6	1	1
40	CN(C)CCN(Cc1ccccc1)C(=O)c1[nH]c(C(F)(F)F)nc1-c1ccccc1	-2	-1	-8	0.3	-3	-5	0	-1	1	12
41	CCN1CCN=C1Nc1ccccc1	-4	-10	12	0.2	6	1	0	3	-5	-4
42	COCCNC(=O)C1(C)CCN(C(=O)c2sccc2C)C1 (stereo unspecified)	2	0	0	-0.9	-3	1	6	-3	0	2
43	CCCNC(=O)CSc1ccc(S(=O)(=O)N2CCCC2)cn1	1	-7	-9	-0.7	8	3	2	1	-1	2
44	Cc1ccc(S(=O)(=O)Nc2nc(C)c(C(=O)Nc3ccccc3)s2)cc1	7	-1	1	0.1	1	-2	1	0	4	7
45	Cc1ccc(CN2C3=NCCCN3c3ccccc32)cc1	0	-7	1	0.1	4	3	5	-5	-5	6
46	COc1ccc(-c2cc(N3C(=O)Nc4ccccc4N3O)n[nH]2)c(OC)c1	0	6	6	-0.7	1	-3	1	-6	4	-1
47	CC(=O)c1ccc(OCCCC(=O)Nc2ccc(C)c(S(=O)(=O)N(C)C)c2)cc1	4	-9	19	-1.1	5	-6	1	-1	0	-3
48	CNc1cncc(-c2ccccc2NC(C)=O)n1	-78	-455	-4	6.0	2	3	-7	-10	-109	-1
49	N#Cc1cnn(Cc2ccccc2)c1N	3	7	-5	0.3	15	4	1	4	-3	5
50	CC1CC(NC(=O)c2c(O)nc3ccccn3c2=O)CC(C)(C)C1 (stereo unspecified)	-4	-6	-2	-0.3	6	-2	4	-7	-3	1
51	CC(C)Sc1nc2ccccc2c(=O)[nH]1	9	-4	0	-0.1	-6	-2	-1	3	1	1
52	COc1ccc(-c2cc(C(F)(F)F)nc(N3CCN(C)CC3)n2)cc1OC	-123	-34	-4	1.1	6	7	-1	-3	-10	-7
53	S=c1[nH]nc(-c2cccnc2)n1-c1ccccc1	2	-6	5	-0.7	-7	3	2	5	3	-6
54	CCN1CCCC1CNC(=O)COc1cc(=O)n(C)c2ccccc12 (stereo unspecified)	-1	0	-3	-0.2	8	8	0	5	-2	-2
55	NC(=S)Nc1cnc2ccccc2c1	-2	-28	5	0.0	-1	-10	-2	5	2	3
56	CCOCCc1nnc(NC(=O)CCc2ccccc2)s1	1	13	10	-0.1	4	-17	5	-2	2	-4
57	CC1CCCC(C)N1c1nnc(N)s1 (stereo unspecified)	1	-5	16	-0.3	0	-8	5	-4	-1	-5
58	COCCCn1c(=O)/c(=C/c2ccccc2OC(F)F)s/c1=C(\C#N)C(=O)NCCOC	-1	-11	-5	-0.5	11	1	5	3	-4	-4
59	Cc1ccc(C)c(NC(=O)COC(=O)CSc2ccccc2)c1	-4	3	12	-0.1	-2	2	-1	-4	-3	-11
60	N#CC1=C(N)N(c2ccccc2Sc2ccccc2)C(=O)C1	-10	1	-1	1.2	7	-8	1	4	2	-7

The list goes on.
cpd	mol	PLC-gamma1 inh	ADAM10 inh	ARFGAP1 inhibitor	proKLK7 act	ASAP1 GAP inh	TDP2 absorb	LEDGF integ inh	DDE Tn6 FP inh	ADAM17 inh	Tn7 DDE FP
61	Cc1ccc(CNC(=O)CSc2nnc(CNC(=O)c3ccccc3)o2)cc1	-2	-4	0	0.1	-3	2	0	2	-3	4
62	CC(CNC(=O)c1cc(Cl)ccc1[N+](=O)[O-])NC(=O)c1cc(Cl)ccc1[N+](=O)[O-] (stereo unspecified)	11*	1	-7	-0.4	-2	-10	1	-3	4	4
63	Cc1c(C(=O)N2CCCC2)c(S(=O)(=O)NCCc2ccccc2)c(C)n1C	4	8	12	0.1	1	-9	-2	2	-3	-1
64	COc1ccc(-c2csc(NC(=O)CSc3ccc(Br)cc3)n2)c(OC)c1	2	8	4	-0.3	-9	-10	3	-72	3	-5
65	COc1ccc(C(CNC(=O)c2cccc(S(=O)(=O)N3CCCCC3)c2)N2CCCC2)cc1 (stereo unspecified)	0	-6	2	-0.1	11	-13	-1	1	-6	1
66	CC(C)c1ccc(S(=O)(=O)N2CCN(CC(O)CN3CCOCC3)CC2)cc1 (stereo unspecified)	0	-9	1	-0.8	2	2	-1	4	-1	-1

High-throughput results from PubChem.
